Cneo AK release: Cryptococcus neoformans lysis via adenylate kinase release. C. neoformans lysis, adenylate kinase release luminescence, 4 h; normalised: neutral wells 0, clomiphene wells 100. lysis activity, % at 15 µM. actives 0.2% (n = 360,000). AID 651654;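 active = mean lysis activity across replicates of at least 80%, whatever share of replicates individually reach that level; inactive = mean lysis activity below 80%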
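Test system: log-phase Cryptococcus neoformans yeast cells. Input: 5 × 10^6 yeast cells/mL. Medium: fresh YPD growth medium. Doses: single dose. Incubation: static 4 h at 37 °C with compound, 1 h detection. Measured by: luminescent adenylate kinase detection reagent. Read-out: signal increase indicating cell lysis. Benchmarks: Clomiphene.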
PGC1a acetyl inh: modulators of PGC1a acetylation | U2OS PGC1a acetylation, AlphaScreen anti-acetyl-lysine; with virally co-expressed GCN5 acetyltransferase | inhibition, % at 15.6 µM | actives 0.17% (n = 350,000);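 active = every replicate shows inhibition of at least 40%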;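 note: 0% = neutral control wells and 100% = positive control wells; some results beyond the cut were filed as inactive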
EWS-Fli block: blocks EWS/Fli oncoprotein-driven transcription; A673 NR0B1-luciferase reporter, viability-normalised; inhibition, % at 12.6 µM; actives 0.67% (n = 350,000);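 active = mean inhibition of at least 50% after viability correction, with every replicate also passing that limit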;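 note: firefly luciferase signal divided by Alamar Blue viability fluorescence both relative to DMSO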
FN deposit inh: fibronectin deposition inhibition. AH1F fibroblasts, Alexa488-fibronectin deposition fluorescence, overnight. inhibition, % at 12.6 µM. actives 0.086% (n = 350,000). AID 743247;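 active = mean inhibition across replicates of 30% or more, regardless of how many single replicates reach that level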;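 note: positive control wells lacked labelled fibronectin entirely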
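Assay system: AH1F fibroblasts / Quantity: 10000 cells per well / Medium: DMEM plus 2% serum, read in PBS / Reagent: labelled fibronectin 24 nM / Dosing: single dose, pinned / Times: 1 h cell attachment, overnight exposure to compound and label / Signal: fluorescence, ex 485 nm, em 525 nm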
LGR2 antag: inhibitors of bursicon-induced Drosophila LGR2 receptor cAMP signaling; actives 0.35% (n = 380,000); HEK293 LGR2, CRE-luciferase, bursicon-stimulated, 4 h; inhibition, % at 9.99 µM; AID 720647;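 active = drop in luminescence signal, shown as inhibition above about 50% in the replicate tests, limit read from the data, passing the limit was not always enough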;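 note: agonist challenge used bursicon conditioned medium at about half maximal strength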
PAX8 inh HTS: PAX8 transcriptional activity inhibition; RMG-I TPO-luciferase reporter, SteadyGlo, 24 h; inhibition, % at 12.6 µM; actives 1.2% (n = 360,000); AID 652154;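 active = mean replicate inhibition at least 60% with every replicate also reaching 60%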;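 note: luciferase light reporting Pax8 driven TPO promoter activity; plate controls were median of neutral control wells for no effect and mitoxantrone controls for full effect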
miR-122 sensor: inhibitors of miR-122 in Huh7 cells; activation (reporter increase), % at 12.5 µM; actives 0.3% (n = 340,000); AID 602342; Huh7 miR-122 Renilla luciferase sensor, 48 h; neutral wells = 0, positive control = 100;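 active = mean replicate activation score at least 90 and every replicate individually at or above 90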;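 note: higher luciferase means less miR-122 activity so hits act as miR-122 inhibitors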
Casp6 inh: caspase-6 (human) enzyme inhibition | purified caspase-6, Z-VEID-R110 cleavage fluorescence | inhibition, % at 12.5 µM | actives 0.53% (n = 350,000) | P55212 | AID 686996;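 active = mean inhibition across replicates at least about 35%, with every replicate also reaching that limit, limit read from the data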;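 note: 0% = median of neutral control wells and 100% = no fluorescence left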
Target sequence (P55212 24-179 limits assumed): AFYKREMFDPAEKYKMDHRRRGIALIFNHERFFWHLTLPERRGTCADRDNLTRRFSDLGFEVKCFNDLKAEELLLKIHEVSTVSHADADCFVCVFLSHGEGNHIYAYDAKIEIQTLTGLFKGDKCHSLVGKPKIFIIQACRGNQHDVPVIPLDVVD
Target sequence (P55212 194-293 limits assumed): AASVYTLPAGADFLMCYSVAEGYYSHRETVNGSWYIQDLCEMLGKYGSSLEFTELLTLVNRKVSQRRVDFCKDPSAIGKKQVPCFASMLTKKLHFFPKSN
* = called active by the depositor; . = not tested or not shown; [ ] = dose if it differs, or a comment.

SMILES | Cneo AK release | PGC1a acetyl inh | EWS-Fli block | FN deposit inh | LGR2 antag | PAX8 inh HTS | miR-122 sensor | Casp6 inh
COC(=O)c1ccc(CNC(=O)COC(=O)/C=C/c2cccc(OC)c2)cc1 | 0 | -3 | -2 | -3 | -13 | -13 | 9 | 0
Cc1cc(C)c(NC(=O)Cn2nnc(C(=O)NCc3cccs3)c2N)c(C)c1 | 1 | -5 | . | -5 | . | 14 | -2 | .
O=S(=O)(Nc1nc2ccccc2nc1N1CCN(c2ccccn2)CC1)c1ccc(Cl)cc1 | -8 | 2 | . | 3 | . | . | -3 | .
CCCc1ccc(OCc2ccc(C(=O)N3CCCC3)o2)cc1 | 3 | . | . | 19 | -31 | -106 | 1 | 2
COc1cccc(C2NC(=O)NC(C)=C2C(=O)Nc2ccc(C)cc2)c1OC (stereo unspecified) | -1 | . | 3 | . | -11 | . | -2 | 2
CCCOc1ccc(-c2c(C(=O)N/N=C(\C)c3cccnc3)nnn2-c2nonc2N)cc1 | -3 | -2 | -2 | -10 | -7 | -6 | 11 | -7
O=[N+]([O-])c1ccccc1CNC1CCCCCC1 | -2 | . | -2 | -1 | 1 | 5 | -1 | 0
COc1ccc(Cl)cc1N1C(=O)[C@@H]2C(c3cccc(OC)c3OC)=NO[C@@H]2C1=O | -1 | . | . | 2 | . | 4 | 12 | .
CCOc1ccc(C2C(C(=O)c3cccs3)=C(O)C(=O)N2CCN2CCOCC2)cc1 (stereo unspecified) | . | . | -8 | -6 | -14 | -26 | . | .
Cc1ccc(/C=C2\C(=O)ON=C2c2ccccc2)o1 | . | 2 | 4 | -12 | 3 | 1 | 0 | 0
COc1ccc(NC(=O)N2C[C@@H]3N[C@H](C2)C3c2ccc(-c3cccc(F)c3)cc2)cc1 (stereo partly specified) | . | -17 | 14 | 4 | -1 | -7 | . | -1
CN(Cc1ccccc1)C(=O)c1ccc(NC(=O)Cc2ccc([N+](=O)[O-])cc2)cc1 | 0 | . | 20 | 0 | -7 | 17 | 11 | 0
C[C@@H]1CN([C@H](C)CO)C(=O)c2cc(NC(=O)c3ccncc3)ccc2O[C@H]1CN(C)C(=O)Nc1ccccc1 | -2 | 6 | . | . | -7 | -30 | -3[16.7 µM] | 3
O=C(CC1C(=O)NCCN1CC1CCCCC1)NC1(c2ccccc2)CC1 (stereo unspecified) | . | 4 | -2 | 6 | . | 7 | -4 | -5
CCC1Nc2ncnc(N3CCN(c4ccccc4)CC3)c2N(Cc2ccc(C)cc2)C1=O (stereo unspecified) | -1 | 10 | -9 | 0 | -2 | 6 | 0 | 0
O=C(Nc1ccnn1C1CCN(C2CCCCC2)CC1)c1ccccc1 | 2 | -3 | . | 4 | 7 | 7 | 5 | -2
O=C(C[C@@H]1CC[C@@H]2[C@H](COC[C@H](O)CN2CC2CCOCC2)O1)N1CCOCC1 | 0 | 6 | 3 | 3 | 5 | -17 | -2[16.7 µM] | 0
C=C(C(=O)c1ccccc1)C(C(=C)C(=O)c1ccccc1)c1ccc(OC)cc1 | . | -160 | 78* | 17 | . | 117* | . | 16
CSCC[C@H](NC(=O)NC1CCCC1)C(=O)O | -4 | -2 | 3 | -4 | -9 | -26 | -6 | -4
COc1cc2c(cc1OC)C(Cc1ccccc1[N+](=O)[O-])=NCC2 | . | 39 | 8 | 7 | -4 | 7 | 6 | 2
CCOC(=O)c1sc(NC(=O)CN2C(=O)C3CC=CCC3C2=O)nc1C (stereo unspecified) | 2 | 6 | -5 | -4 | 15 | -14 | -6 | -1
COC(=O)c1c(C)oc(C)c1S(=O)(=O)NCc1ccc(Cl)cc1Cl | 1 | -4 | 4 | -23 | 17 | -1 | 18 | -1
COc1ccc2nc(N3C(=O)C(O)=C(C(=O)c4ccco4)C3c3ccc(OC)c(OC)c3)sc2c1 (stereo unspecified) | 0 | 1 | -4 | . | -28 | -1 | 2 | 5
COc1ccccc1N(C)S(=O)(=O)c1ccc(C(=O)N2CCC(C(N)=O)CC2)cc1 | -1 | . | . | . | 10 | . | 5 | -4
COC(=O)[C@@]12C[C@@H](CC(=O)N3CCC(c4ccccc4)CC3)C(=O)N(Cc3ccco3)C1=CCC(C)(C)C2 | . | . | -4 | -6 | -6 | 19 | . | 2
Further compounds follow.
SMILES | Cneo AK release | PGC1a acetyl inh | EWS-Fli block | FN deposit inh | LGR2 antag | PAX8 inh HTS | miR-122 sensor | Casp6 inh
O=S(=O)(Cc1ccccc1)N1CCCCN2[C@H](CO)[C@@H](c3ccc(C#Cc4ccccc4)cc3)[C@@H]2C1 | 2 | -9 | -1 | . | 7 | 7 | -1[16.7 µM] | 3
COc1ncnc2c1ncn2CC1COC(C)(C)O1 (stereo unspecified) | -1 | 4 | 10 | -7 | . | -21 | -2 | 2
O=C(CC1S/C(=N\S(=O)(=O)c2ccccc2)N(c2ccccc2)C1=O)Nc1ccc(F)cc1 (stereo unspecified) | -1 | . | . | -10 | 3 | -5 | -2 | .
O=C1CCC(C(=O)OCc2nnc(-c3ccc(Br)cc3)o2)=NN1 | 1 | . | -11 | 8 | -17 | -16 | . | 0
Cc1noc(C)c1NC(=O)Nc1ccc2c(c1)CC(=O)N([C@@H](C)CO)C[C@H](C)[C@H](CN(C)C)O2 | -8 | -8 | 1 | . | -9 | -27 | 3[16.7 µM] | -1
COc1ccccc1-n1cnnc1SCC(=O)N1CCOCC1 | -1 | 7 | -6 | -4 | 10 | 2 | -3 | 2
COc1cc(Nc2ccn3nccc3n2)cc(OC)c1OC | 1 | 9 | 1 | 9 | 11 | 0 | 13 | 0
O=C1CCCc2c1nc(-c1ccccc1F)n2O | . | . | -1 | 3 | 2 | -15 | . | 1
ClCc1csc(-c2ccc(Cl)cc2)n1 | 2 | 3 | . | . | -17 | . | -4 | .
C[C@@H]1CCCCO[C@H](CN(C)C(=O)Nc2ccc(F)cc2)[C@H](C)CN([C@@H](C)CO)C(=O)c2cc(N(C)C)ccc2O1 | -5 | 3 | -6 | . | 0 | 20 | 1[16.7 µM] | -4
Cc1noc(C)c1NC(=O)N(C)C[C@H]1Oc2ccc(NC(=O)Nc3ccc(F)cc3)cc2C(=O)N([C@@H](C)CO)C[C@@H]1C | 3 | -10 | -7 | . | 14 | . | -1[16.7 µM] | 4
CCC(=O)N1C[C@@H](C)[C@@H](OC)CN(C)C(=O)c2ccc(NC(=O)c3ccccc3)cc2OC[C@H]1C | -1 | -16 | 8 | 1 | -14 | -21 | . | -1
COc1ccc(C2NC(=S)NC(C)=C2C(=O)N2CCOCC2)cc1 (stereo unspecified) | . | . | 25 | -2 | -14 | -20 | -3 | 1
CC(CC(=O)Nc1nccs1)c1ccccc1 (stereo unspecified) | 2 | -3 | -5 | 0 | 5 | -2 | -4 | 0
OC[C@H]1[C@@H](c2ccc(-c3ccccc3F)cc2)[C@@H]2CN(Cc3ccncc3)CCCCN12 | -1 | -3 | 5 | . | 13 | 17 | 36[16.7 µM] | .
COc1ccc(CN(C)C[C@@H]2OCCCC[C@@H](C)Oc3ccc(NS(=O)(=O)c4ccc(Cl)cc4)cc3C(=O)N([C@@H](C)CO)C[C@H]2C)cc1 | 3 | -4 | 0 | -11 | -15 | -16 | -8[16.7 µM] | 1
O=C(NC1CCCC1)[C@@H]1[C@@H](CO)[C@@H]2Cn3c(ccc(-c4ccccc4F)c3=O)[C@H]1N2C(=O)CC1CC1 | 0 | . | -3 | . | -4 | . | . | -2
CC(=O)c1ccc(NC(=O)CCOc2cc(C)ccc2C)cc1 | -1 | -9 | -84 | 11 | -21 | -60 | 5 | -1
O=C1NC(Cc2ccccc2)c2nc3ccc(Cl)cc3c(=O)n2-c2ccc(Cl)cc21 (stereo unspecified) | . | . | 10 | 4 | 1 | 30 | . | 0
O=C(O)C1CCCN1C(=O)C1CCN(S(=O)(=O)c2cccc(C(F)(F)F)c2)CC1 (stereo unspecified) | . | . | 0 | -2 | -1 | -2 | . | 7
CC1(C)CC(=O)C=C(c2ccc(COC(=O)c3cc(F)cc(F)c3)cc2)C1=O | -2 | -4 | 6 | 0 | -2 | 4 | 1 | 3
CCCNC(=O)N(C)C[C@@H]1Oc2ncc(-c3ccccc3)cc2C(=O)N([C@@H](C)CO)C[C@H]1C | -1 | 1 | -8 | -4 | -19 | . | -6[16.7 µM] | 1
C[C@@H]1CCCCO[C@H](CN(C)Cc2ccc3c(c2)OCO3)[C@@H](C)CN([C@@H](C)CO)C(=O)c2cc(N(C)C)ccc2O1 | . | -4 | 0 | . | 18 | 8 | 7[16.7 µM] | .
CCCNC(=O)N1C[C@@H](C)[C@H](OC)CN(C)C(=O)c2ccc(NC(=O)CCC)cc2OC[C@@H]1C | -4 | -2 | -1 | 6 | -3 | -1 | . | 0
O=C(NCc1ccccc1Br)c1ccc2c(c1)OCCO2 | -9 | 8 | -56 | -2 | -12 | -2 | 10 | -3
(more compounds)
SMILES | Cneo AK release | PGC1a acetyl inh | EWS-Fli block | FN deposit inh | LGR2 antag | PAX8 inh HTS | miR-122 sensor | Casp6 inh
C[C@@H]1CCCCO[C@@H](CN(C)S(=O)(=O)c2ccccc2)[C@@H](C)CN([C@H](C)CO)C(=O)c2cc(NC(=O)NC3CCCCC3)ccc2O1 | 0 | 2 | -6 | 1 | 20 | 16 | 1[16.7 µM] | 2
Cc1nnc(N/N=C\c2ccc(-c3ccccc3[N+](=O)[O-])o2)n1N | . | . | -17 | 5 | 31 | -14 | . | 15
C[C@@H]1CCCCO[C@@H](CN(C)CC2CC2)[C@@H](C)CN([C@H](C)CO)C(=O)c2cc(NS(=O)(=O)c3cccs3)ccc2O1 | -11 | 13 | 0 | . | -17 | -23 | 4[16.7 µM] | .
O=[N+]([O-])c1ccc(C[n+]2cccc3c4ccccc4ccc32)cc1 | . | . | 38 | 4 | -4 | 52 | 12 | 7
COc1ccc([C@H]2N[C@]3(CCCN(Cc4cccn4C)C3=O)[C@H]3C(=O)N(C)C(=O)[C@@H]23)cc1 | -1 | -2 | -3 | 13 | 3 | 4 | -4 | 11
N#Cc1ccccc1OCC(=O)Nc1c(C(=O)C2CC2)oc2ccccc12 | 7 | 2 | . | -6 | . | -2 | -13 | .
COc1ccc(/C=N/NC(=O)c2ccc(Cl)cc2)cc1Cn1cc(Cl)cn1 | . | . | 2 | 6 | -6 | -22 | . | 1
NNC(=O)CN1C(c2cccc(Cl)c2)=Nc2ccc(Br)cc2C1c1ccccc1 (stereo unspecified) | 2 | 14 | . | 4 | . | 38 | 0 | .
O=c1[nH]nc(C(F)(F)F)c2nnn(Cc3ccccc3Cl)c12 | 1 | -3 | 9 | 3 | 16 | 17 | -5 | 0

6 of the compounds above, in CSV form:
Structure,Cneo AK release,PGC1a acetyl inh,EWS-Fli block,FN deposit inh,LGR2 antag,PAX8 inh HTS,miR-122 sensor,Casp6 inh
Cc1nnc(N/N=C\c2ccc(-c3ccccc3[N+](=O)[O-])o2)n1N,.,.,-17,5,31,-14,.,15
C[C@@H]1CCCCO[C@@H](CN(C)CC2CC2)[C@@H](C)CN([C@H](C)CO)C(=O)c2cc(NS(=O)(=O)c3cccs3)ccc2O1,-11,13,0,.,-17,-23,4[16.7 µM],.
O=[N+]([O-])c1ccc(C[n+]2cccc3c4ccccc4ccc32)cc1,.,.,38,4,-4,52,12,7
COc1ccc([C@H]2N[C@]3(CCCN(Cc4cccn4C)C3=O)[C@H]3C(=O)N(C)C(=O)[C@@H]23)cc1,-1,-2,-3,13,3,4,-4,11
N#Cc1ccccc1OCC(=O)Nc1c(C(=O)C2CC2)oc2ccccc12,7,2,.,-6,.,-2,-13,.
COc1ccc(/C=N/NC(=O)c2ccc(Cl)cc2)cc1Cn1cc(Cl)cn1,.,.,2,6,-6,-22,.,1

Screens (PubChem BioAssay)
